GluA2 TARP mod – GluA2-stargazin AMPA receptor complex modulation | O88602+P19491 | calls only at 30 µM | HEK293 GluA2+stargazin, membrane potential dye (FDSS), glutamate EC50; hits were called plate by plate, in both directions | 40,000 tested, 3.5% active;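 active = any of four per-well response measures lying three or more SD from its plate-wide compound average, in either direction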
Target sequence (O88602 whole entry, looked up): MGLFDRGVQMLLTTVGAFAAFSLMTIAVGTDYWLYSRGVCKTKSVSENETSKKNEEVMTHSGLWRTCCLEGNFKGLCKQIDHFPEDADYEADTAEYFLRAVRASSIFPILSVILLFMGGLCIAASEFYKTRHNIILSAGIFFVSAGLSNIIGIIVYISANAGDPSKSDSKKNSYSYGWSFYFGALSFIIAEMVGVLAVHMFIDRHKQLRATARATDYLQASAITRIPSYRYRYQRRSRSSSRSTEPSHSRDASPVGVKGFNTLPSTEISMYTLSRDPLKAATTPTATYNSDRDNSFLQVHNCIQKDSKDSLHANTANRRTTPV
Target sequence (P19491 whole entry, looked up): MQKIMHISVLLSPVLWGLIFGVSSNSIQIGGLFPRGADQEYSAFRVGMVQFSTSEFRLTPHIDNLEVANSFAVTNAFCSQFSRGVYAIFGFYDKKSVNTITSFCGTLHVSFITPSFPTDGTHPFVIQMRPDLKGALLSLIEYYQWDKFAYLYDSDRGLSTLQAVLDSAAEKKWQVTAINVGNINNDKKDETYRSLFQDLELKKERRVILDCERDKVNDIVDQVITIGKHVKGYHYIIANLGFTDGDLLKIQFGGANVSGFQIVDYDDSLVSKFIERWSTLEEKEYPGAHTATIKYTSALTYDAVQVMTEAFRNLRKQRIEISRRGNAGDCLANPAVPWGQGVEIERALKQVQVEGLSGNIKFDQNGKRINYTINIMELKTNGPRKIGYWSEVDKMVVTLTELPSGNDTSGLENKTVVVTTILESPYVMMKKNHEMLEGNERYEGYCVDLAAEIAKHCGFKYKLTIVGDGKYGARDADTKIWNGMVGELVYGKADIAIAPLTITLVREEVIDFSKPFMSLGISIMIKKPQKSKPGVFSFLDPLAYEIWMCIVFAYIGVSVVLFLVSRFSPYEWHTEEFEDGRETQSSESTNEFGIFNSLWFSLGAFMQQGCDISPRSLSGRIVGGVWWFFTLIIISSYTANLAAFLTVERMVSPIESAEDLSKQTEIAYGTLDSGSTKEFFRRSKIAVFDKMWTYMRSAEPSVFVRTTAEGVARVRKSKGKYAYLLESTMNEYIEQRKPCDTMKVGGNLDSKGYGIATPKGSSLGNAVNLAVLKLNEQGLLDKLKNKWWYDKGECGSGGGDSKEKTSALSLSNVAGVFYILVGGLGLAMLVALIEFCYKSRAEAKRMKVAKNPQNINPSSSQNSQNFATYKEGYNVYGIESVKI
GluA2 TARP mod agonism max-min – further read-out of GluA2 TARP mod, marked with its call; compound max-min signal; compound-alone response (agonism);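 unitless range of fluorescence divided by baseline over first 100 seconds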
GluA2 TARP mod glutamate slope – recorded beside GluA2 TARP mod, whose call it bears; glutamate slope, % of max; measured here: glutamate response slope, % max;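 scaled per plate between vehicle wells and maximal 1 mM glutamate control wells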
* hit, by the source's call; i = inactive; + = active, no number; & = joins results of further samples. Some of the compounds tested; count on the stated rates, not on these rows.

SMILES | GluA2 TARP mod | GluA2 TARP mod agonism max-min | GluA2 TARP mod glutamate slope
C#CCn1c(=NC(=O)c2cc(C)no2)sc2cc(S(N)(=O)=O)ccc21 | i | 0.107 | 42.5
COc1cc(C)c(S(=O)(=O)NCCCN2CCOCC2)cc1C | i | 0.0676 | 88.3
COCCN1CCC(CNC(=O)C(=O)Nc2cc(C)on2)CC1 | i | 0.0954 | 59.8
O=C(Nc1ccc(F)c(Cl)c1)c1csc(NS(=O)(=O)c2cccs2)n1 | i | 0.107 | 40.1
COc1ccc(-c2ccc(C)c(NC(=O)CC(C)C)c2)nn1 | i | 0.0517 | 37.5
CCN1CCN(c2oc(-c3ccc(S(=O)(=O)N4CCC(C)CC4)cc3)nc2C#N)CC1 | i | 0.151 | 67.6
CN(C)/C(=N\S(=O)(=O)c1ccc(Cl)cc1)c1ccc(F)cc1 | i | 0.0682 | 36.3
COc1ccc(C(=O)N2CCC3(CC2)NC(=O)N(CCc2ccccc2)C3=O)cc1OC | i | 0.0628 | 27.2
Cc1nc(-n2nc(-c3ccco3)cc2NC(=O)c2cc(=O)c3ccccc3o2)[nH]c(=O)c1C | i | 0.116 | 58.2
COc1ccc(Cc2nnc(C3CCN(C(=O)Cc4cccs4)CC3)s2)cc1 | i | 0.0648 | 68.0
CCOC(=O)c1sc2cccc(F)c2c1S(=O)(=O)Nc1cc(OC)ccc1OC | i | 0.0769 | 64.0
CCc1ccccc1-n1c(-c2ccccc2)cn2c3c(=O)n(CCN4CCOCC4)c(=O)n(C)c3nc12 | i | 0.0411 | 28.3
COc1ccc(CNC(=O)C(=O)Nc2c3c(nn2-c2ccc(C)cc2)CSC3)cc1 | i | 0.0419 | 61.7
CC(=O)c1sc(NC(=O)c2cccc(S(=O)(=O)C(C)C)c2)nc1-c1ccccc1 | i | 0.0803 | 65.4
Cc1cccc(C(=O)N=C2SC3CS(=O)(=O)CC3N2c2ccc(C)c(C)c2)c1 (centres undefined) | i | 0.114 | 62.8
C=C(C)Cn1c(N2CCN(c3cccc(Cl)c3)CC2)nc2c1c(=O)[nH]c(=O)n2C | i | 0.0373 | 46.3
O=C(NCC1CCN(C(=O)Nc2ccc(F)cc2)CC1)Nc1cccs1 | i | 0.0578 | 49.6
O=C(CN1C(=O)c2ccccc2S1(=O)=O)Nc1ccc(OC(F)(F)F)cc1 | i | 0.135 | 40.8
Cc1cc(F)ccc1S(=O)(=O)NCC(c1ccccc1Cl)N(C)C (centres undefined) | i | 0.12 | 19.1
COc1ccc(-c2nnc(NC(C)=O)o2)c(OC)c1 | + | 0.185* | 52.8*
COc1ccc(/C=C2\SC(=S)N(c3ccc(C(=O)O)cc3)C2=O)cc1OC | i | 0.113 | 63.0
CC(=O)C(Sc1cc(C)nc(N)n1)C(=O)Nc1ccccc1 (centres undefined) | i | 0.0437 | 56.9
COCC(=O)NCCn1ncc2c(N3CCOCC3)ncnc21 | i | 0.0641 | 79.1
Cc1ccccc1CC(=O)NCCn1nc(-c2cccs2)ccc1=O | + | 0.0528* | 49.8*
COc1ccc(NC(=O)Nc2ccc(Nc3ccc(-n4nc(C)c(C)c4C)nn3)cc2)cc1 | i | 0.0552 | 37.0
O=C(NCCCn1cccc1)c1ccc(F)c(F)c1 | i | 0.106 | 44.1
COc1ccccc1S(=O)(=O)NCC(c1ccco1)N(C)C (centres undefined) | i | 0.0757 | 57.3
CCc1ccc(S(=O)(=O)Nc2ccc3c(c2)N(C(=O)C(C)(C)C)CC3)s1 | + | 0.0667* | 109.1*
CCOc1ccc(CC(=O)Nc2nn(C)c3c2C(c2ccco2)CC(=O)N3)cc1 (centres undefined) | i | 0.0983 | 64.8
O=C(CS(=O)(=O)Cc1ccccc1)Nc1ccc2c(c1)C(=O)NC2=O | i | 0.101 | 51.2
CCc1cccc(N2C(=O)N(CC(=O)NCc3ccc(OC)cc3)c3ccccc3S2(=O)=O)c1 | i | 0.0712 | 61.8
Cc1cc(C)nc(N2CCN(CC(=O)Nc3cccc(C(F)(F)F)c3)CC2)n1 | i | 0.0764 | 53.1
CCOC(=O)C1C(=O)CC(C)(O)C(C(=O)OCC)C1c1ccc(C)cc1 (centres undefined) | + | 0.0836* | 60.4*
COc1ccc([N+](=O)[O-])cc1NC(=O)CCCS(=O)(=O)c1ccccc1 | i | 0.107 | 74.8
O=C(CCCS(=O)(=O)c1ccccc1)Nc1nc2c(s1)Cc1ccccc1-2 | i | 0.0764 | 75.1
CS(=O)(=O)NCC(c1ccco1)N1CCN(c2ccc(F)cc2)CC1 (centres undefined) | i | 0.0689 | 52.6
CC(C)NC(=O)CSc1nnnn1-c1ccccc1Cl | i | 0.0677&0.0408 | 54.6&118.0
CN1C(=O)N(C)C2(CCN(C(=O)Cc3ccc(Cl)cc3)CC2)C1=O | i | 0.0834 | 59.0
COCCNC(=O)Cn1nc2c(c1NC(=O)c1cccc(C(F)(F)F)c1)CSC2 | i | 0.114 | 63.4
O=C(NCCn1ncc2c(N3CCOCC3)ncnc21)c1ccc2c(c1)OCO2 | i | 0.0657 | 49.6
Cc1cc(C)n(CC2CCN(C(=O)c3c(F)cccc3Cl)CC2)n1 | i | 0.0473 | 86.1
COc1ccc(OCCn2c(C3CC(=O)N(c4ccc(F)cc4)C3)nc3ccccc32)cc1 (centres undefined) | i | 0.108 | 66.0
O=C(c1cccs1)N1CCc2ccc(NS(=O)(=O)c3ccc(F)cc3F)cc21 | i | 0.0905 | 48.6
COc1cc(OC)cc(C(=O)Nc2ccc3c(c2)CCCN3C(=O)C(C)C)c1 | i | 0.108 | 53.1
CCn1nnc2c(NCc3ccco3)ncnc21 | i | 0.108 | 59.4
COC(=O)N1CCC(CNC(=O)C(=O)Nc2ccc(C)c(F)c2)CC1 | i | 0.109 | 56.4
Cn1c(=O)c2cc(C(=O)NCCc3ccccc3)sc2n(C)c1=O | i | 0.181 | 48.9
CC1CC(=O)Nc2c1c(NC(=O)c1cc(-c3ccco3)[nH]n1)nn2C (centres undefined) | i | 0.13 | 53.0
Cc1cc(C)c(NC(=O)Cn2c(C)cc(C)c(S(=O)(=O)c3ccccc3)c2=O)c(C)c1 | i | 0.0497 | 69.0
CC(C)(C)c1ccc(OCC(=O)Nc2ccc3c(c2)N(C(=O)C2CC2)CC3)cc1 | i | 0.0412 | 37.9

The results go on.
SMILES | GluA2 TARP mod | GluA2 TARP mod agonism max-min | GluA2 TARP mod glutamate slope
O=C(COc1ccccc1)NCCC(O)c1cccs1 (centres undefined) | i | 0.107 | 68.9
COc1ccccc1CNC(=O)C(=O)Nc1ccc(C)cc1[N+](=O)[O-] | i | 0.119 | 55.8
Cc1ccc(C)c(NC(=O)C(=O)NCC(c2cccn2C)N2CCc3ccccc3C2)c1 (centres undefined) | i | 0.0803 | 58.1
COc1ccc(Cl)cc1C(=O)N1CCC(c2cccs2)CC1 | i | 0.0621 | 80.4
Cc1cc(C(=O)N2CCOCC2)nn1CC(=O)NCCC(c1ccccc1)c1ccccc1 | i | 0.107 | 57.6
Cc1nn(-c2nc(C)c(C)c(=O)[nH]2)c(C)c1CCC(=O)Nc1ccc2c(c1)OCCO2 | i | 0.114 | 65.1
CCCCCNC(=O)c1ccc2c(=O)n(Cc3ccccc3Cl)c(=S)[nH]c2c1 | i | 0.128 | 59.3
O=C(Nc1ccc2c(c1)OCCO2)N1CCN(c2ccc(Nc3cccnc3)nn2)CC1 | i | 0.154 | 57.2
O=C(CSc1nnc(-c2cccnc2)o1)N1CCOCC1 | i | 0.0989 | 40.4
CC1CCN(C(=O)c2cc(N3C(=O)CCS3(=O)=O)ccc2Cl)CC1 | i | 0.107 | 76.9

Some of the entries above, set out differently.
Second line of a record: GluA2 TARP mod, GluA2 TARP mod agonism max-min, GluA2 TARP mod glutamate slope
- Cc1ccc(C)c(NC(=O)C(=O)NCC(c2cccn2C)N2CCc3ccccc3C2)c1 (centres undefined)
 : i, 0.0803, 58.1
- CC1CCN(C(=O)c2cc(N3C(=O)CCS3(=O)=O)ccc2Cl)CC1
 : i, 0.107, 76.9
- Cc1nn(-c2nc(C)c(C)c(=O)[nH]2)c(C)c1CCC(=O)Nc1ccc2c(c1)OCCO2
 : i, 0.114, 65.1
- O=C(COc1ccccc1)NCCC(O)c1cccs1 (centres undefined)
 : i, 0.107, 68.9

Next entries follow:
SMILES | GluA2 TARP mod | GluA2 TARP mod agonism max-min | GluA2 TARP mod glutamate slope
COc1ccc(S(=O)(=O)NCC2CCN(Cc3ccco3)CC2)cc1 | i | 0.039 | 51.7
Cn1c(=O)n(CC(=O)NC2CCCCC2)c(=O)c2c(N3CCN(C(=O)C4CC4)CC3)ccnc21 | i | 0.111 | 75.3
COc1ccc(NC(=O)c2cccc(Br)c2)cc1N1CCCCC1=O | i | 0.0503 | 59.8
COC(=O)C1=C(C)N(CCC2=CCCCC2)C(=O)/C1=C\c1cccs1 | i | 0.0476 | 46.0
Cc1cc(C)c2c(n1)sc1c(=O)n(CC(=O)Nc3cccc(C(F)(F)F)c3)cnc12 | i | 0.0839 | 56.5
COc1ccc(NC(=O)Nc2cc(N3CCCS3(=O)=O)ccc2C)cc1OC | i | 0.0793 | 57.1
CCOc1ccc(-c2cc(=O)n(CC(=O)OC)cn2)cc1 | i | 0.13 | 59.9
CN(C)c1ccc(CCNC(=O)C23CC4CC(CC(C4)C2)C3)cc1 | i | 0.079 | 46.4
O=C(CCCS(=O)(=O)c1ccc(Cl)cc1)Nc1nc(-c2ccc([N+](=O)[O-])cc2)cs1 | i | 0.0692 | 56.2
COc1ccc(-c2csc(NC(=O)c3ccc(SC(C)C)cc3)n2)c(OC)c1 | + | 0.108* | 6.7*
COc1ccc(NC(=O)CSc2ccc(NC(=O)c3cccc(F)c3)nn2)cc1 | i | 0.0864 | 46.5
COc1cccc(C(=O)CSc2ccc(NC(=O)c3ccco3)nn2)c1 | i | 0.0973 | 39.0
COc1ccc(-c2noc(Cn3cnc4c(nnn4-c4ccccc4)c3=O)n2)c(OC)c1 | i | 0.14 | 71.0
CN1CCN(c2nc3c(c(=O)[nH]c(=O)n3C)n2CC(=O)c2ccc([N+](=O)[O-])cc2)CC1 | + | 0.228* | 81.0*
O=C(c1ccc2c(c1)OCO2)N(CC1CCCO1)c1nc2c(C(F)(F)F)cccc2s1 (centres undefined) | i | 0.072 | 57.1
COc1ccc(S(=O)(=O)NCc2ccccn2)cc1 | i | 0.0902 | 64.8
CN1CCN(c2ccc(N3CCN(C(=O)COc4ccccc4)CC3)nn2)CC1 | i | 0.105 | 54.3
CN(C)c1oc(-c2cccs2)nc1S(=O)(=O)c1ccc(Cl)cc1 | i | 0.113 | 61.1
Cc1cc(=O)[nH]c(-n2nc(C)c(CCC(=O)Nc3cc(C)on3)c2C)n1 | i | 0.121 | 59.1
CCn1ccnc1N1CCN(C(=O)c2cn(C)nc2OC)CC1 | i | 0.0571 | 33.0

Single records, from the list above. Values in the order: GluA2 TARP mod, GluA2 TARP mod agonism max-min, GluA2 TARP mod glutamate slope
Listed for `COc1ccc(-c2nnc(NC(C)=O)o2)c(OC)c1` : +, 0.185*, 52.8*
Listed for `COC(=O)C1=C(C)N(CCC2=CCCCC2)C(=O)/C1=C\c1cccs1` : i, 0.0476, 46.0
Listed for `COc1ccc(S(=O)(=O)NCC2CCN(Cc3ccco3)CC2)cc1` : i, 0.039, 51.7
Listed for `CC1CC(=O)Nc2c1c(NC(=O)c1cc(-c3ccco3)[nH]n1)nn2C` (centres undefined) : i, 0.13, 53.0

Additional records.
SMILES | GluA2 TARP mod | GluA2 TARP mod agonism max-min | GluA2 TARP mod glutamate slope
CCN(CC)CCSc1ccc(-c2ccccc2)nn1 | i | 0.101 | 70.1
CCc1nnc(-c2ccc(NC(=O)c3ccccc3OC)cc2)o1 | i | 0.161 | 61.0
COc1ccc(CCNC(=O)NCCn2nc(-c3ccccn3)n(C)c2=O)cc1 | i | 0.125 | 72.9
COC(=O)c1sccc1S(=O)(=O)NCc1nn(C)c(=O)c2ccccc12 | i | 0.0753 | 44.0
COc1ccc(C(=O)NCCN2CCn3cc(OCc4ccccc4)c(=O)cc3C2=O)cc1 | i | 0.0769 | 60.9
CC(=O)Nc1cccc(NC(=O)CSc2nc(=O)n(CC3CCCO3)c3c2CCC3)c1 (centres undefined) | i | 0.0879 | 38.4
O=C(NCC1CCN(C(=O)c2ccncc2)CC1)C(=O)NCC(F)(F)F | i | 0.0801 | 68.9
Cc1cc(C(=O)N2CCN(Cc3nc(-c4ccc(F)cc4)cs3)CC2)no1 | i | 0.121 | 64.1
O=C(c1ccc(F)cc1Cl)N1CCC(Cn2cccn2)CC1 | i | 0.0994 | 78.4
COc1nn(C)cc1C(=O)NCC(=O)NCC(F)(F)F | i | 0.0863 | 50.7
COc1cc(NC(=O)c2cccc(Br)c2)ccc1N1CCCC1=O | i | 0.104 | 51.2
COCCn1c(=O)c2c(nc3n(-c4ccc(C)cc4C)c(C)c(C)n23)n(C)c1=O | i | 0.0439 | 30.3
COCC(C)NC(=O)c1c(C(F)(F)F)nn(C2CCCN(C(C)C)C2)c1C (centres undefined) | i | 0.135 | 77.4
Cc1ccc(OCC(O)Cn2c(N3CCOCC3)nc3c2c(=O)n(C)c(=O)n3C)cc1C (centres undefined) | i | 0.0909 | 72.2
Cc1ccc(NC(=O)c2ccc3nnc(SCC(=O)NCc4ccc(Cl)cc4)n3c2)cc1 | i | 0.0695 | 26.4
O=C(NCCC1=CCCCC1)C1COCC(=O)N1Cc1ccccc1 (centres undefined) | i | 0.042 | 56.1
Cn1nnc2c(N3CCN(C(=O)c4cccs4)CC3)ncnc21 | i | 0.0755 | 35.3
Cc1cccc(C)c1NC(=O)C[N+]1(C)CCOCC1 | i | 0.103 | 71.1
CCn1nc(C(=O)NCCOc2ccc(-c3ccco3)nn2)ccc1=O | i | 0.0649 | 45.8
Cc1cccc(S(=O)(=O)NCC(O)c2cccn2C)c1 (centres undefined) | i | 0.119 | 60.8
COc1ccc(NC(=O)NCCCn2nc(-c3ccccc3)ccc2=O)c(OC)c1 | i | 0.0667 | 38.2
COc1cc(C(=O)N(CCN2CCOCC2)c2nc3c(C)cccc3s2)cc(OC)c1OC | i | 0.0528 | 43.2

Bioassay records deposited in PubChem by Vanderbilt High Throughput Screening Facility.
